Screens: PubChem BioAssay, The Scripps Research Institute Molecular Screening Center
ASAP1 inh = inhibitors of human ASAP1 ArfGAP activity, primary screen, biochemical, fluorescence polarization | Arf-GAP with SH3 domain, ANK repeat and PH domain-containing protein 1 (Homo sapiens), … | ASAP1-stimulated ARF1 GTP hydrolysis, GDP FP detection | inhibition, % at 16.5 µM | 360,000 compounds, 0.19% hits | AID 624377, 2012; in the data active = inhibition above about 25%;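 note: 0% = vehicle with enzyme and substrate and 100% = no enzyme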
Tn6 DDE FP = inhibitors of Tn6 peptide binding to fibrin DD(E), primary screen, biochemical, fluorescence polarization, human fibrin, Tn6 probe; Fibrinogen beta chain (Homo sapiens), P02675; Fibrin DD(E) TRITC-Tn6 fluorescence polarization displacement; inhibition, % at 8.3 µM; 370,000 compounds, 0.21% hits;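 active = inhibition above a per-campaign cutoff: mean of compounds within control limits plus 3 SD, cut at about 15% in these data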;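 note: 0% = median of all compound wells on the plate and 100% = blocking peptide control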
ADAM10 inh = human ADAM10 inhibitors, primary screen, biochemical, QFRET, HTS. Disintegrin and metalloproteinase domain-containing protein 10 (Homo sapiens), O14672. recombinant ADAM10, EDANS/DABCYL FRET peptide cleavage, 3 h. inhibition, % at 7 µM. 370,000 compounds, 0.62% hits. AID 720582, 2013;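 active = inhibition above a per-campaign cutoff equal to the mean of compounds falling between control-based bounds plus 3 SD, cut at about 20% in these data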;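 note: 0% = DMSO wells while the 100% control is not disclosed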
ADAM17 inh = ADAM17 inhibitors, primary screen, biochemical, QFRET | AID 720648, 2013 | 370,000 compounds, 0.83% hits | recombinant ADAM17, EDANS/DABCYL FRET peptide cleavage | inhibition, % at 6.95 µM | Disintegrin and metalloproteinase domain-containing protein 17 (Homo sapiens), P78536;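 active = inhibition above the mean of compounds lying between control limits plus 3 SD, set per campaign, cut at about 8.5% in these data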;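 note: 0% = DMSO-only wells as the low control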
Target sequence (P78536 215-824 limits assumed): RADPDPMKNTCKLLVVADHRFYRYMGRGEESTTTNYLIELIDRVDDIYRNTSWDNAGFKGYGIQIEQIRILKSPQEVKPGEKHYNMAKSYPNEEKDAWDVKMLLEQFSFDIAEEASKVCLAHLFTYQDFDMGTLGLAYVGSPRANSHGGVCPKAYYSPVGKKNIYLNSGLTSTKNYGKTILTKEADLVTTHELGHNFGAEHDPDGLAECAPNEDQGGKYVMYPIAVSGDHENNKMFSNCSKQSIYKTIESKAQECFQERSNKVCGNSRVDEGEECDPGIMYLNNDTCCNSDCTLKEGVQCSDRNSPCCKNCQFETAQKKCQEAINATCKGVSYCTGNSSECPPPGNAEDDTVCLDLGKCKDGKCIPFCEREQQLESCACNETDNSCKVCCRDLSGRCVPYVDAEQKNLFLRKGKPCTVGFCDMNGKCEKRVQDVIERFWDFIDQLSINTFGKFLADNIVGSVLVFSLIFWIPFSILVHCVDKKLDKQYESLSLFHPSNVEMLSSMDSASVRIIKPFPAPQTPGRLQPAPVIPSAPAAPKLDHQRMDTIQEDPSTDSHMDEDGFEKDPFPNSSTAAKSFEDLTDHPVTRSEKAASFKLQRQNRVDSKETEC
PLCg1 inh = PLC-gamma1 enzyme inhibitors, primary screen, biochemical, fluorescence, purified enzyme. 1-phosphatidylinositol 4,5-bisphosphate phosphodiesterase gamma-1 (Homo sapiens), P19174. fluorogenic substrate. inhibition, % at 12.2 µM. 370,000 compounds, 0.84% hits. AID 720700, 2013; in the data active = inhibition above about 9.5%
DDE Tn7 FP inh = inhibitors of Tn7 peptide binding to fibrin DD(E), primary screen, biochemical, fluorescence polarization, human fibrin, Tn7 probe. Fibrinogen beta chain (Homo sapiens), P02675. FP displacement of FITC-Tn7 peptide from fibrin DD(E); 0% = median of compound wells per plate. inhibition, % at 8.3 µM. 370,000 compounds, 0.13% hits. AID 720508, 2013;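 active = inhibition above the mean of compounds falling within the control limits plus 3 SD of them, cut at about 14% in these data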;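 note: 0% = plate median of compound wells and 100% = 10 µM Aha-Tn7 peptide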
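System: human fibrin DD(E); quantity: Fibrin-DD(E) at 2 µM final; also added: fluorescent Tn7 probe at 0.1 µM; compound dosing: single nominal test concentration of 8.3 µM per compound; schedule: 10 min preincubation, 3 h with tracer, room temperature; detection: fluorescence polarization of the labelled Tn7 tracer; repeats: one replicate per compound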
ARFGAP1 inhibitor = inhibitors of rat ARFGAP1 GAP activity, primary screen, biochemical, fluorescence polarization, GDP tracer | AID 651572, 2012 | inhibition, % at 16.5 µM | ADP-ribosylation factor GTPase-activating protein 1 (Rattus norvegicus), Q62848 | 360,000 compounds, 0.26% hits | Arfgap1-stimulated ARF1 GTP hydrolysis, GDP FP detection;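 active = inhibition above a per-plate limit, mean inhibition of low control wells plus 3 SD, cut at about 25% in these data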;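 note: 0% = DMSO wells with enzyme and 100% = wells lacking Arfgap1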
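System: truncated rat Arfgap1 GAP domain / Medium: HEPES-based buffer, pH 7.5 / Also added: N-terminally truncated human ARF1-GTP substrate / Incubation: enzyme reaction 120 min at 25 °C after 20 min preincubation / Measured by: FP of antibody-bound GDP Alexa 633 tracer, ex 620/em 688 nm / Replicates: singlicate, each compound tested once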
SIAE primary = human SIAE inhibitors, primary screen, biochemical, fluorescence polarization, FP-Rh probe, 1536-well HTS | inhibition, % at 9.66 µM | 370,000 compounds, 0.69% hits | SIAE FP-Rh probe binding;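 active = inhibition above a cutoff: mean of compounds within the control limits plus 3 SD of those, cut at about 17% in these data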;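 note: 0% = plate median of compound wells and 100% = probe without SIAE protein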
Target sequence (Q9HAT2 whole entry, looked up): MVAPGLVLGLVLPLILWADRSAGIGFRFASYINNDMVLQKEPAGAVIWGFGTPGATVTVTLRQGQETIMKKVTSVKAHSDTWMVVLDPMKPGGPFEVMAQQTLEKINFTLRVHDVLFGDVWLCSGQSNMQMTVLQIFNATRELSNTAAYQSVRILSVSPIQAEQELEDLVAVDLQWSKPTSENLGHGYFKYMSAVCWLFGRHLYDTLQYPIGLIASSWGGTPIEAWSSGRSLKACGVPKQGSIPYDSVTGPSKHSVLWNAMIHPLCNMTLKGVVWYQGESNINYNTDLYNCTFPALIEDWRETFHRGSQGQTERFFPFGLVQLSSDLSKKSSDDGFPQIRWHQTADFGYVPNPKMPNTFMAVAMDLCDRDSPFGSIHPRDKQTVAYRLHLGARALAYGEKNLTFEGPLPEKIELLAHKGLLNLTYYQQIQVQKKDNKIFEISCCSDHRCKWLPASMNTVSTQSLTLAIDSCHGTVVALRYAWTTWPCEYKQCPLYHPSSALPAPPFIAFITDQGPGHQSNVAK
PLC-beta3 inh = human PLC-beta3 inhibitors, primary screen, biochemical, fluorescence; Purified PLC-beta3, fluorogenic substrate; inhibition, % at 12.2 µM; AID 720704, 2013; 370,000 compounds, 0.18% hits; in the data active = inhibition above about 11%;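 note: 0% = median of compound wells on plate and 100% = full blocker control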
TDP2 absorb = human TDP2 enzyme inhibitors, primary screen, biochemical, epi absorbance, recombinant enzyme; T5PNP hydrolysis, p-nitrophenol absorbance 415 nm; inhibition, % at 12.8 µM; 370,000 compounds, 0.34% hits; Tyrosyl-DNA phosphodiesterase 2 (Homo sapiens), O95551;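 active = inhibition above the mean of all tested compounds plus 3 SD, set per campaign, cut at about 25% in these data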;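 note: 0% = DMSO with enzyme and 100% = buffer with substrate but no TDP2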
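Test system: Human TDP2 enzyme | Reagent: 5 mM T5PNP | Compound dosing: 12.8 µM single point, 1% DMSO | Incubation: Enzyme reaction with compound for 2 h at 37 °C | Technique: p-Nitrophenol epi absorbance | Read-out: % inhibition relative to enzyme-containing and enzyme-free wells | Benchmarks: High control without enzyme, low control DMSO plus TDP2 | Replicates: Singlicate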
An asterisk follows results filed as active; i = inactive.

SMILES	ASAP1 inh	Tn6 DDE FP	ADAM10 inh	ADAM17 inh	PLCg1 inh	DDE Tn7 FP inh	ARFGAP1 inhibitor	SIAE primary	PLC-beta3 inh	TDP2 absorb
CC(=O)Nc1cccc(Nc2ccc(C#N)cc2)c1	3	-5	-27	-10	-82	1	-5	8	-108	-10
CCCCC(=O)Nc1ccccc1C(=O)OCC(=O)c1ccc2c(c1)OCCO2	5	3	3	4	1	5	-6	-2	-4	-1
O=C(Nc1ccccc1C(=O)O)c1ccc2c(c1)C(=O)N(c1cccc([N+](=O)[O-])c1)C2=O	7	0	7	-2	4	-4	1	-9	-6	-11
COc1ccc(N(C)S(=O)(=O)c2c(C)noc2C)c(OC)c1	1	0	-3	-2	-2	-8	7	0	4	4
COc1ccc(CNC(=O)COC(=O)c2cc3ccccc3cc2O)cc1OC	6	6	-8	-1	-61	-2	16	10	-80	5
CCOC(=O)C1=CN(c2cccc(F)c2)C=C(C(=O)OCC)C1c1cc(OC)c(O)c([N+](=O)[O-])c1	-2	-5	0	-4	-1	8	-11	9	3	3
CC(=O)Nc1ccc(NC(=O)COC(=O)c2ccco2)cc1	-12	3	4	1	-2	1	23	0	-2	-8
N#Cc1c(-c2ccncc2)c2c([nH]c1=O)-c1ccccc1OC2	10	4	i	-349	-195	-6	-7	-2	-273	-4
CC(=O)NCC(=O)N1CCC(n2nccc2NC(=O)CCCc2ccccc2)CC1	-2	0	-8	-4	0	-7	5	-4	-9	2
CCOc1ccc(NC(=O)Nc2cc(C)ccc2F)cc1	-7	12	0	-3	5	2	-6	1	3	-10
CCCCC(O)(CCCC)C(=O)NNc1ccccc1	-7	-1	0	0	4	-2	5	4	1	1
CC(C)(C)OC(=O)N[C@@H](Cc1ccccc1)C(=O)N1CCC(C(=O)N[C@@H](Cc2c[nH]c3ccccc23)C(=O)O)CC1	-6	8	3	-4	0	6	5	8	-6	-12
CC(=O)NC(c1cccc(F)c1)c1nc(-c2csc3ccccc23)cs1 (stereo not given)	8	-4	-1	1	-2	-3	-8	-3	-2	-3
CCCCC[C@@H]1CCCCC[C@H](O)C[C@H](O)[C@@H](O)/C=C/C(=O)O1	-5	-7	-13	-4	-1	0	-1	3	-3	1
CS(=O)(=O)Nc1cccc(NC(=O)c2cccc3c(-c4cccc(C(N)=O)c4)coc23)c1	12	0	13	3	2	12	0	-62	3	6
Cc1cc(C)c(NC(=O)CS(=O)CC(=O)Nc2ccc(-n3cnnn3)c(C)c2)c(C)c1 (stereo not given)	3	-7	-12	2	5	1	11	-1	-1	-4
O=C(CSc1ccccc1)N1CCN(S(=O)(=O)c2ccccc2F)CC1	1	-4	3	-3	-2	5	1	-6	-10	-3
CCn1cc(Br)c(C(=O)N(C)Cc2ccccc2)n1	4	2	-3	-2	1	4	8	1	2	-1
NCC(=O)NCC(=O)NC1(C(=O)O)CCCC1	-8	4	-7	-1	1	-3	8	-3	-4	-2
COC(=O)CSc1nc(-c2ccccc2)nc2ccc(F)cc12	6	-9	7	1	2	-8	1	-1	0	-8
CSc1ncccc1C(=O)Nc1cccc(S(=O)(=O)N2CCCCCC2)c1	-5	-5	5	2	-3	4	-9	-1	-4	9
CCCC(=O)c1ccc(-c2ccccc2)cc1	7	-5	6	2	6	-1	1	3	5	-10
S=C(c1c[nH]c2ccccc12)N1CCOCC1	-1	2	8	-1	3	-3	2	6	-1	1
CCCOc1ccc(N2C(=O)CC(N3CCC(c4nncn4CC)CC3)C2=O)cc1 (stereo not given)	-1	6	-1	-2	2	-1	1	1	-2	2
CC(=O)c1ccc(NC(=S)NC(=O)/C=C/c2ccccc2)cc1	8	-1	-1	-1	-1	6	-8	-7	-5	0
COc1cc(SC)ccc1C(=O)NCCOc1ccc(Cl)cc1	3	0	-1	4	0	3	6	-4	-2	0
COc1ccc(-c2nnc(SC3CCOC3=O)n2C2CCCCC2)cc1OC (stereo not given)	-1	1	-8	0	0	-4	3	-2	-2	10
CCn1c(SCC(=O)OCc2ccccc2)nc2c1c(=O)n(C)c(=O)n2C	12	-4	9	0	4	-7	5	1	2	4
Cc1nonc1NC(=O)CSc1nnc(-c2ccoc2C)n1C	-12	-2	14	1	5	4	-13	5	5	-14
O=C(NCCC(=O)N1CCCCC1)c1ccccc1Cl	5	0	-8	-1	1	4	-2	-4	-3	6
CCOC(=O)C1=C(COC(=O)CCOc2cc(C)ccc2C)NC(=O)NC1C (stereo not given)	-2	-2	-5	-4	1	2	-8	11	-6	-9
NC(=O)C1CCN(C(=O)C2(NC(=O)Nc3cccc(F)c3)CCCCC2)CC1	10	0	-7	1	-1	3	8	2	-7	-8
CCOc1ccccc1N1CCN(Cc2ccco2)CC1	-2	8	0	-3	2	3	-3	2	3	8
COc1cc(S(=O)(=O)N2CCOCC2)ccc1NC(=O)CSc1n[nH]c(=O)[nH]c1=O	-9	1	1	0	-1	5	-10	0	0	-3
CCCN1CCN(C(=O)CN2C(=O)CC(C)(C)S(=O)(=O)c3ccccc32)CC1	1	3	-5	-3	0	4	1	2	-2	1
COc1cc(OC)c(C2SCCCS2)cc1OC	-3	4	6	2	1	6	-7	18*	9	-14
NC(=O)CC[C@@H]1NC(=O)[C@@H]2CCCN2C(=O)c2cc([N+](=O)[O-])cc(I)c2NCCC[C@@H](C(N)=O)NC1=O	-6	0	-5	-1	1	8	0	3	0	2
Cc1cccc(-c2nsc(SCC(=O)NCc3ccc4c(c3)OCO4)n2)c1	15	-4	7	3	0	-4	8	5	3	-6
COc1cc(-c2[nH]ncc2CN(C)Cc2nonc2C)cc(OC)c1OC	9	-4	-3	-2	2	6	1	-1	-5	-4
CC(=O)Oc1ccc(-c2cc3ccc(OC(C)=O)cc3oc2=O)cc1	-10	5	i	i	i	-5	-8	6	i	4
CN(C(=O)CSc1nnc(-c2ccccc2)c(-c2ccccc2)n1)C1CCS(=O)(=O)C1 (stereo not given)	-15	5	-9	-2	5	-3	-7	3	-1	-1
Cc1cc(C(=O)COC(=O)C2=COCCO2)c(C)n1-c1cccc(F)c1	-2	1	2	-2	2	0	9	-1	-4	18
Cc1nc(C(F)(F)F)c(C(=O)N/N=C(\N)c2cccnc2)s1	-3	1	-10	-1	2	-4	-12	-1	1	2
Cc1coc2cc3oc(=O)c(CCC(=O)N4CCC(C(=O)O)(c5ccccc5)CC4)c(C)c3cc12	7	-1	-155	1	-100	-2	-12	2	-122	1
O=C(COC(=O)c1ccc2ccccc2n1)Nc1cccc(S(=O)(=O)NC2=NCCCCC2)c1	7	0	-5	3	-5	3	11	-14	-4	-17
Cc1cc(C=NCCO)c(C)n1-c1cc(Cl)ccc1Cl	-5	2	-3	0	3	1	2	5	-9	-14
COc1cccc(C2c3[nH]c4ccccc4c3C[C@H]3C(=O)N(C4CC4)CC(=O)N23)c1 (stereo not given in full)	11	-1	-9	-1	-4	5	11	2	-12	4
COc1ccc(/C=C2/SC(=O)N(CCNC(=O)CC(NC(C)=O)c3ccccc3)C2=O)cc1 (stereo not given)	4	-2	1	0	2	-9	8	0	-6	-10

Single records (already shown).
CCn1cc(Br)c(C(=O)N(C)Cc2ccccc2)n1 as listed: ASAP1 inh = 4; Tn6 DDE FP = 2; ADAM10 inh = -3; ADAM17 inh = -2; PLCg1 inh = 1; DDE Tn7 FP inh = 4; ARFGAP1 inhibitor = 8; SIAE primary = 1; PLC-beta3 inh = 2; TDP2 absorb = -1
COC(=O)CSc1nc(-c2ccccc2)nc2ccc(F)cc12 as listed: ASAP1 inh = 6; Tn6 DDE FP = -9; ADAM10 inh = 7; ADAM17 inh = 1; PLCg1 inh = 2; DDE Tn7 FP inh = -8; ARFGAP1 inhibitor = 1; SIAE primary = -1; PLC-beta3 inh = 0; TDP2 absorb = -8
CC(=O)NC(c1cccc(F)c1)c1nc(-c2csc3ccccc23)cs1 (stereo not given) as listed: ASAP1 inh = 8; Tn6 DDE FP = -4; ADAM10 inh = -1; ADAM17 inh = 1; PLCg1 inh = -2; DDE Tn7 FP inh = -3; ARFGAP1 inhibitor = -8; SIAE primary = -3; PLC-beta3 inh = -2; TDP2 absorb = -3

Next section:
SMILES	ASAP1 inh	Tn6 DDE FP	ADAM10 inh	ADAM17 inh	PLCg1 inh	DDE Tn7 FP inh	ARFGAP1 inhibitor	SIAE primary	PLC-beta3 inh	TDP2 absorb
COc1ccc(C(=O)OCC(=O)NC2CC2)cc1F	5	0	-10	-8	5	10	8	-1	-2	4
COc1ccccc1C(=O)NCCC(=O)NC(C)c1ccc(-n2ccnc2)cc1 (stereo not given)	-2	-4	-14	-2	0	-9	3	2	-7	-5
CCNS(=O)(=O)c1cc(Br)ccc1OC	12	3	3	-6	-1	5	2	-8	-5	9
Cc1ccc(N(Cc2ccccc2)C(=O)c2cc(S(=O)(=O)N3CCOCC3)ccc2F)cc1	10	4	-2	0	-1	-5	-5	8	-6	5
O=C(CSc1nc2ccccc2[nH]1)NCC1CCCO1 (stereo not given)	9	5	-3	0	4	-1	9	1	3	1
C=C(C)CSc1ncc(-c2cccc(C(F)(F)F)c2)cn1	4	-10	-1	-1	1	0	1	8	5	-8
CCOc1cc(CNc2ncc(-c3ccc(OC)cc3)n2C)ccc1O	-5	4	-3	-1	-7	8	-8	2	-9	4
CN(CCc1ccccn1)C1CCCN(S(=O)(=O)c2ccc(F)c(Cl)c2)C1 (stereo not given)	5	5	-2	-3	11*	7	1	-11	-7	-16

Part of the list above, reduced to ASAP1 inh, TDP2 absorb and PLCg1 inh.
molecule | ASAP1 inh | TDP2 absorb | PLCg1 inh
CC(=O)NC(c1cccc(F)c1)c1nc(-c2csc3ccccc23)cs1 (stereo not given) | 8 | -3 | -2
CCCCC[C@@H]1CCCCC[C@H](O)C[C@H](O)[C@@H](O)/C=C/C(=O)O1 | -5 | 1 | -1
